MOR-DOR inv ag: inverse agonist of human OPRM1-OPRD1 heterodimerization. cell-based MOR-DOR heterodimer luminescence, inverse agonism. inhibition, % at 9.3 µM. 340,000 compounds, 0.21% hits. AID 504357; in the data active = inhibition above about 22%, passing the limit was not always enough;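 note: 0% = cells with DMSO and 100% = wells without cells with DMSO; values of inactives mirror those of a sister screen read the other way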
MOR-DOR ag: agonists of human mu-delta opioid receptor heterodimerization; P35372+P41143; cells, OPRM1-OPRD1 heterodimerization, luminescence; 340,000 compounds, 0.3% hits; activation, % at 9.3 µM; in the data active = activation above about 18%;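 note: 0% = vehicle-treated cells and 100% = reference agonist; values of inactives mirror those of a sister screen read the other way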
Pemphigus Ab inh: human desmoglein-3 autoantibody binding inhibition. DSG3-coupled beads, scFv-anti-DSG3-GFP binding, flow cytometry; stronger effect = lower value. P32926. binding (percent of control), % at 10 µM. 310,000 compounds, 0.48% hits;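 active = binding more than 3 SD below its plate's average and above zero; inconclusive = below that plate limit but binding exactly zero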;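 note: hits lower antibody fragment binding to DSG3; some compounds called inactive have numbers as strong as hits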
Target sequence (P32926 whole entry, looked up, the tested form may be a part): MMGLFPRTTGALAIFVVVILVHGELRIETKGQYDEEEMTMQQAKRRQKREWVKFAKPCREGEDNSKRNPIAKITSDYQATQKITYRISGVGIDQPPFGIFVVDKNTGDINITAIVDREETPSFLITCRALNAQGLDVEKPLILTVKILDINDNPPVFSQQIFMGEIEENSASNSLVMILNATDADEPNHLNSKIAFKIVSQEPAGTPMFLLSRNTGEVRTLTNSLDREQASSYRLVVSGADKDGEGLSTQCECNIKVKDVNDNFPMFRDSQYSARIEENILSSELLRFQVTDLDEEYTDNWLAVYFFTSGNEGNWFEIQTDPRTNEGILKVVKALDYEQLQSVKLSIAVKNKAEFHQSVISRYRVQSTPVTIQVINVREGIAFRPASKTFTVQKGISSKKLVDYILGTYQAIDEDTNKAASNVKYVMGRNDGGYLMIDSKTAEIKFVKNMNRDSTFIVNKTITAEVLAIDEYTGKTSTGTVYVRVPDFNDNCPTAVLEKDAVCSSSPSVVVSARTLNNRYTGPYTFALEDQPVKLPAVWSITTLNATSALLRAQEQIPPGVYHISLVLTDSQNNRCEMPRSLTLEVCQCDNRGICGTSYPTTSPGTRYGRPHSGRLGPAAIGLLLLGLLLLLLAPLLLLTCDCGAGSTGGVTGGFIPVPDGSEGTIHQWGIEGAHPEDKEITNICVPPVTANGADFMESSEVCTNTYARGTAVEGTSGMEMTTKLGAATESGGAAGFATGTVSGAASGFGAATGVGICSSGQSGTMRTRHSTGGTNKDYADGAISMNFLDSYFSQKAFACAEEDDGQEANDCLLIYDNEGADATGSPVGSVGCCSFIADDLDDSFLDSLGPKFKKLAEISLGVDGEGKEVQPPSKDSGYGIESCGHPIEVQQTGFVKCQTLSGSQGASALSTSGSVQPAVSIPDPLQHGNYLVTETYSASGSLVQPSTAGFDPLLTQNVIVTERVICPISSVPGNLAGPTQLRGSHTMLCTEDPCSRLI
Arrestin-AP2 inh: blocks beta-arrestin peptide binding to AP2 adaptin. 340,000 compounds, 0.31% hits. FITC-arrestin peptide / GST-AP2 beads, flow cytometry; AP2 beta2 appendage carries R879A mutation. inhibition, % at 10 µM;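 active = inhibition above a set limit, near 3 SD of compounds lacking own fluorescence, cut at about 54% in these data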;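 note: plate controls were DMSO wells for no effect and 5 µM unlabelled arrestin peptide for full effect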
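System: GST-AP2 R879A glutathione beads | Also added: FITC-arrestin peptide, 50 nM | Times: 12 min plus 1 h, RT | Signal: Bead flow cytometry, FITC channel | Buffer or medium: PBS with 0.05% Tween 20 and 0.1% BSA | Read-out basis: Percent drop in bead-associated FITC signal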
PfHsp90 yeast 2: reduces growth (ATP signal) of yeast expressing P. falciparum Hsp90. AID 504621. S. cerevisiae expressing PfHsp90, BacTiter-Glo ATP, 48 h; yeast lacking PDR1 and PDR3 efflux regulators. inhibition, % at 9.4 µM. 310,000 compounds, 0.32% hits;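 active = every replicate shows inhibition above about 80%, whatever the replicate mean, limit read from the data; inconclusive = mean inhibition reaches the set limit but some replicate falls short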;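 note: 0% = DMSO neutral controls and 100% = 20 µM radicicol positive controls; yeast relying on Plasmodium falciparum Hsp90 in place of its own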
Ecoli viability: counter-screen for AddAB inhibitors: E. coli growth inhibition; E. coli V3065 growth, OD600 absorbance, 18 h; AID 449728; 330,000 compounds, 0.27% hits; inhibition, % at 11.9 µM;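 active = inhibition above the campaign's mean inhibition across all tested compounds plus 3 SD, cut at about 9.9% in these data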;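 note: uninfected addAB+ strain grown without phage in ampicillin broth; 0% = DMSO wells and 100% = ciprofloxacin 0.95 µg/ml wells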
SUMO Mot1 rescue: inhibitors of SUMOylation pathway: yeast Mot1-301 growth rescue | S. cerevisiae Mot1-301 growth rescue, ATP luminescence, 38.5C; percent above DMSO median, 100 means doubled | growth rescue, % at 18.8 µM | 320,000 compounds, 1% hits;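 active = every valid replicate shows activation above 250% relative to neutral control wells; inactive = the rest, any valid replicate at or below 250%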;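 note: OY570 slx delta 5 strain wells were the positive control but not used for scaling; some compounds called inactive have numbers as strong as hits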
AddAB inh: less growth of phage-infected E. coli with AddAB | E. coli expressing H. pylori AddAB, absorbance growth | 330,000 compounds, 0.29% hits | inhibition, % at 11.9 µM; in the data active = inhibition above about 12%;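 note: 0% = vehicle wells of infected cells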
phage Ecoli inh: E. coli growth loss with phage present | 360,000 compounds, 0.26% hits | AID 651602 | growth absorbance | inhibition, % at 11.9 µM; in the data active = inhibition above about 11%
Tat export inh: blocks Tat-dependent protein export in E. coli; E. coli MC4100 TorA-mCherry Tat export, fluorescence; inhibition, % at 10 µM; 340,000 compounds, 0.036% hits; AID 488895;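 active = mean replicate inhibition at least 50% and at least half of replicates individually reaching 50%; inconclusive = only one of the two criteria met; inactive = neither criterion met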;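 note: exported cargo escapes ClpAP degradation while cytoplasmic cargo is degraded and loses fluorescence; 0% = median of neutral control wells and 100% = median of NaSCN control wells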
PKA-R1A activ: PKA-R1A complex activation. PKA-R1A dissociation, Cy5-IP20 fluorescence polarization; scaled: DMSO 0%, 113 µM cGMP 100%. activation, % at 11.4 µM. 340,000 compounds, 0.083% hits;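 active = percent activation above the mean of all tested compounds plus 3 SD, cut at about 19% in these data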;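 note: higher means more PKAc released from R1A so a rise in polarization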
* hit, by the source's call; ? = inconclusive; / = not tested or not shown.

SMILES	MOR-DOR inv ag	MOR-DOR ag	Pemphigus Ab inh	Arrestin-AP2 inh	PfHsp90 yeast 2	Ecoli viability	SUMO Mot1 rescue	AddAB inh	phage Ecoli inh	Tat export inh	PKA-R1A activ
CCCOC(=O)c1c(NC(=O)CCCn2nc([N+](=O)[O-])c(Cl)c2C)sc(C(=O)OC)c1C	8	-1.4	132	-8	54	-1.6	-7	4.2	3.6	-3	4
CC(=O)Nc1ccc(S(=O)(=O)NCCC(=O)Nc2ccc(C)c(Cl)c2)cc1	18	-3.5	85	29	-22	0.5	-24	4.1	5.0	-2	-24
CN(C)S(=O)(=O)c1ccc(Cl)c(C(=O)Nc2ccc(S(=O)(=O)N3CCOCC3)cc2)c1	-5	0.7	/	6	5	0.6	39	4.7	-2.2	-10	11
CC(=O)N(C)c1ccc(NS(=O)(=O)c2cc(Cl)ccc2Cl)cc1	22	-4.6	105	2	3	2.5	-18	5.8	5.5	1	2
Cc1sc2ncnc(SCC(=O)N(C(C)C)C(C)C)c2c1C	16	-3.0	100	-8	-41	1.2	5	2.2	2.1	2	-13
COc1cc(/C=N/NC(=O)c2ccccn2)ccc1OC(=O)c1ccccc1Br	9	-1.8	109	-3	-13	-1.5	6	-2.7	-1.4	37	4
CCSc1nnc(-c2ccc(OC)cc2)o1	1	-0.1	112	17	-11	1.4	-10	2.3	1.8	5	6
COc1ccccc1NC(=O)CNC(=O)c1ccccc1	16	-3.8	110	0	-32	1.1	-2	3.7	-0.9	-4	-9
COC(=O)c1ccc(COc2ccc(C=O)cc2OC)o1	15	-2.9	97	37	17	0.5	8	2.9	4.1	-2	-10
CC(=O)c1ccc(Nc2ccc(-c3ccccc3F)nn2)cc1	-13	2.6	114	15	/	-2.8	/	-0.9	1.1	-4	-6
O=[N+]([O-])c1ccc(/C=C2\CCC(C3=CCCC3)=C2N2CCOCC2)cc1	4	-0.7	96	11	1	1.3	30	1.6	1.5	-10	-7
CCn1c(COc2cccc(C)c2)nnc1SCC(=O)Nc1cccc(C(=O)OC)c1	-3	0.5	102	15	1	4.9	-3	0.1	3.4	10	-4
O=S(=O)([O-])CCC[N+]1(CC#Cc2ccccc2)CCCCC1	-10	1.9	100	-22	-17	3.6	-5	0.1	3.3	4	-6
Cc1cccc(N=C2NC(=O)/C(=C/C=C/c3ccco3)S2)c1	-15	2.7	114	-12	15	-0.2	-3	-1.1	0.6	-5	-1
Cc1ccc(Nc2cnn(C34CC5CC(CC(CC(=O)O)(C5)C3)C4)c(=O)c2Cl)cc1C	10	-1.6	128	-6	-8	-0.2	3	1.8	1.3	-2	1
COc1ccccc1-c1cc(C(F)(F)F)nc(S(=O)(=O)CCCC(=O)NC(C)C)n1	-2	0.3	102	1	-18	-0.6	37	0.0	-7.6	-7	1
O=C(Oc1cccc(OC(=O)N2CCCCC2)c1)N1CCCCC1	-2	0.3	103	18	2	-0.1	-9	0.9	2.6	-1	-6
CCCNC(=O)CN(c1ccc(F)cc1)S(=O)(=O)c1ccc2c(c1)OCCO2	9	-1.9	126	-7	-15	-1.1	847*	0.8	2.6	1	4
Cc1cc(C)c(S(=O)(=O)N2CCCC2=O)c(C)c1N(C)S(C)(=O)=O	-2	0.5	118	19	5	/	-4	/	2.4	2	-3
CCSc1nnc(CSc2ncccn2)n1C	6	-1.2	99	1	12	1.8	-16	0.3	0.3	-7	-2
CCCCN(C)S(=O)(=O)c1ccc(C(=O)Nc2nnc(C3=COCCO3)o2)cc1	-4	0.6	85	19	10	-4.4	2	-2.6	3.3	6	-16
Nc1nonc1-n1nncc1-c1ccccc1	9	-2.0	/	-6	24	0.4	220	3.6	1.1	5	-2
CC(C)c1ccc(N(C(=O)c2csnn2)C(C(=O)NC2CCCC2)c2cccnc2)cc1 (stereo unspecified)	12	-2.3	107	2	19	-3.1	67	-2.5	-1.1	4	-11
CCc1cc2c(NCCN3CCCCC3)ncnc2s1	16	-3.1	103	12	-2	2.3	4	3.5	1.2	-7	-6
Oc1ccccc1C1NN=C(c2ccccc2)S1 (stereo unspecified)	23	-4.8	118	31	8	-1.1	-13	2.5	3.3	-17	3
CSc1ccccc1C(=O)Nc1c(C)cccc1C	-9	1.8	105	2	2	-2.3	-9	-1.0	2.0	-3	-8
CC1CCc2cc(F)ccc2N1C(=O)c1cccs1 (stereo unspecified)	16	-3.1	100	-1	6	-1.7	-12	-1.4	1.1	-9	-10
COc1ccc(Nc2nc(C(=O)N3CCc4cc(OC)c(OC)cc4C3)cs2)cc1	2	-0.3	103	26	-1	1.8	271	0.6	3.8	5	6
Clc1ccc(Cl)c(-c2nn3c(Cn4cnc5ccccc54)nnc3s2)c1	15	-2.6	114	12	3	-0.9	90	1.1	2.5	2	6
O=C(O)c1ccc(CSCc2ccccc2Cl)o1	11	-2.4	88	7	-15	-1.5	-21	0.5	0.4	3	-3
COc1cccc(C(=O)NC(c2ccccc2)C2CCCC2)c1 (stereo unspecified)	-4	0.7	97	15	-3	-0.7	-8	1.3	0.5	5	1
COc1cccc(-n2c(SCC(N)=O)nnc2-c2ccncc2)c1	-5	0.9	100	6	-4	-0.3	-33	0.5	0.5	-21	-3
C=CCN1C(=O)C2C3CC(=O)C(c4ccccc43)C2C1=O (stereo unspecified)	/	/	96	-11	-1	-0.4	-8	2.6	4.0	-3	/
Cc1ccccc1CSCC(=O)NC1CCCC1	5	-1.1	105	-7	-6	-3.6	9	1.8	/	7	1
COc1cc(NC(=O)c2ccc(C)cc2C)ccc1NC(=O)c1cc2ccccc2o1	-27	5.6	101	11	-21	0.4	-9	0.7	0.5	3	-6
CCC(C)(C)c1ccc(OCCN2C(=O)NC(C)(C)C2=O)cc1	-6	1.2	90	3	-36	-0.3	3	3.4	0.5	-3	-7
COc1ccc(-c2noc(CCC(=O)N3CCN(Cc4ccccc4)CC3)n2)cc1	2	-0.4	/	-8	11	-1.8	-26	3.7	-0.2	-1	-2
CC(=O)Nc1ccc(Nc2nc(C)c([N+](=O)[O-])c(N(C)c3ccccc3)n2)cc1	5	-1.1	113	8	21	-0.6	0	2.7	3.1	?	-2
O=c1[nH]c2c(c(=O)[nH]1)CCC2	14	-3.0	98	-3	6	2.6	3	1.5	-1.1	3	-10
Nc1c(-c2ccccc2)cnn1-c1ccccc1	2	-0.5	105	5	10	0.4	-46	0.2	1.8	-3	-21
O=C(NNC1CCN(Cc2ccccc2)CC1)c1ccccc1	8	-1.5	115	15	6	/	/	/	2.4	-1	0
O=C(CCN1CCc2ccccc2C1)Nc1ccc(F)cc1	4	-0.7	104	3	/	-0.7	170	-2.9	0.9	-4	-3
Cc1cc(C)nc(CCNC(=O)c2cc(COc3ccc(F)cc3Cl)on2)n1	11	-2.1	/	-11	7	0.8	-10	1.2	3.9	2	-2
COc1ccccc1NS(=O)(=O)c1ccc2c(c1)CCN2C(=O)CCC(=O)O	0	-0.1	104	8	7	-0.4	53	-1.4	1.8	8	-7
Cc1ccc(NC(=S)N2CCC(C(N)=O)(N3CCCCC3)CC2)c(C)c1	8	-1.8	/	-1	-10	1.8	1	1.4	-0.1	-8	-5
CCOc1ccc(N2C(=O)CSC2c2ccncc2)cc1 (stereo unspecified)	-21	3.6	104	-1	/	0.6	0	1.1	1.4	2	-2
CC(OC(=O)/C=C/c1ccccc1)C(=O)N1CCc2ccccc21 (stereo unspecified)	4	-0.5	104	5	2	1.6	16	-1.4	2.9	2	-11
COc1ccc(OC)c2sc(N(CCCN(C)C)C(=O)CCS(=O)(=O)c3ccccc3)nc12	-8	1.3	97	13	/	3.8	4	1.6	3.6	0	13
CCc1cc(-c2n[nH]c(=S)n2CC)cs1	17	-3.3	94	9	0	0.8	-11	3.0	4.6	15	-2
CC(C)c1ccc(NC(=O)CCNS(=O)(=O)c2ccc3[nH]c(=O)oc3c2)cc1	12	-2.3	99	44	-11	-2.0	3	-0.6	0.7	0	3
CN(CC(=O)Nc1ccccc1Br)C(=O)COc1ccc2ccccc2c1	2	-0.5	/	-3	-5	0.3	5	1.4	2.8	6	-7
Cc1cc2cc(CNC(=O)c3ccc(C)c([N+](=O)[O-])c3)ccc2[nH]1	8	-1.3	101	21	162*	-3.2	1	-0.3	2.2	4	-6
O=C(O)CNC(=O)/C(=C\c1cccc([N+](=O)[O-])c1)NC(=O)c1ccco1	5	-1.0	93	6	4	-0.4	-1	0.7	1.4	-4	-2
C=C(C)COc1ccc(-c2n[nH]c(C)c2-c2ccc(Br)cc2)c(O)c1	-53	9.0	124	-7	-12	4.5	-15	1.2	4.5	7	1
COc1ccc2cc(C3=CC(=O)CCC3)ccc2c1	18	-3.5	123	-9	-9	/	/	/	4.4	2	-9
CC(C)CCn1nc(C(=O)Nc2nc3c(s2)CCCC3)c2ccccc2c1=O	-11	1.6	108	4	-18	-4.4	-10	2.7	2.5	-8	-7
COc1cccc(CNC(=O)CCC2CCCN(C(=O)c3cccnc3SC)C2)c1 (stereo unspecified)	14	-2.6	97	-22	-15	-3.8	-7	0.5	0.8	1	-11
Cc1ccc(S(=O)(=O)N(C)c2ccc(C(=O)NCCc3ccccc3)cc2)cc1	12	-2.2	114	-14	-4	1.0	-12	-1.3	-2.5	-2	-2
COc1ccc(/C=C/c2nc(-c3ccccc3O)n[nH]2)cc1OC	-11	2.1	79	2	-24	-0.8	9	1.0	2.1	18	-13
O=C(Nc1ccc(S(=O)(=O)Nc2ccc(F)cc2)cc1)c1ccc(CN2CCOCC2)cc1	-14	2.8	126	22	/	-2.3	3	1.0	2.9	-8	-15

Next part:
SMILES	MOR-DOR inv ag	MOR-DOR ag	Pemphigus Ab inh	Arrestin-AP2 inh	PfHsp90 yeast 2	Ecoli viability	SUMO Mot1 rescue	AddAB inh	phage Ecoli inh	Tat export inh	PKA-R1A activ
CCOC(=O)c1ccc(NC(=O)CN(c2ccc(C)cc2)S(=O)(=O)c2c(C)nn(C)c2C)cc1	14	-2.5	103	-4	15	-1.6	-14	-0.3	-0.1	6	-8
COc1ccc(CC(=O)Oc2ccc(F)c(F)c2)cc1S(=O)(=O)N1CCOCC1	4	-0.8	103	15	/	-0.4	-11	-1.5	1.1	3	2
NC(=O)NOCc1cccc(Cl)c1	16	-3.1	102	-22	11	1.7	19	3.7	1.8	-8	-20
COc1ccc(C(=O)NCc2ccc3c(c2)cc(C)n3C)cc1	3	-0.5	98	19	0	1.6	4	-1.4	0.9	-4	-7
O=C(CCNS(=O)(=O)c1ccccc1)OCC(=O)c1ccc(Cl)cc1	10	-1.5	102	-1	5	-1.1	13	1.3	2.6	7	15

High-throughput results from PubChem BioAssay.
